Source: PubChem (National Center for Advancing Translational Sciences (NCATS))
MLL CXXC-DNA inh – MLL CXXC-DNA interaction inhibition; Potency, µM (highest dose often 115 µM), without a hit: at the highest dose activity change, negative = inhibition, usual class: inhibitors; actives 0.037% (n = 290,000); MLL-CXXC / FITC-HOXA9 DNA fluorescence polarization; AID 2662; active = well fitted inhibition curve with a large enough effect in the polarisation, with a control signal flat, not every such curve was filed as active; inconclusive = small, poorly fitted or top-dose-only effect, or effect the other way, or a change in a side signal; inactive = no such curve, though single readings can be large or run the other way; the % refers to the polarisation; also: potency is read from the fitted curve at half-maximal effect
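Fluorescence polarization: 7 uM MLL-CXXC (stock) preincubated 5 min with compounds, then 50 nM fluorescein-HOX-A9 DNA (stock) added; 30 min ambient. Buffer 50 mM Tris-HCl pH 7.5, 50 mM NaCl, 1 mM DTT, 0.05% BSA.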
ELG1 DNA repair – blocks ELG1-dependent DNA repair in HEK293T cells; actives 2.3% (n = 330,000); Potency, µM (series often up to 46.1 µM), without a hit: at the top dose activity change, negative = inhibition, hits mostly inhibitors; HEK293T ELG1-luciferase reporter, luminescence, 16 h; DNA damage induced by 5-fluorouridine; also: potency is read from the fitted curve at half-maximal effect; % is scaled to controls: 0 for no effect and ±100 for the full control effect; nearly all actives have a fitted effect of over 55% in size
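Cells (2,000 per well) received 5-fluorouridine plus test compound or DMSO and were incubated 16 hr at 37 °C, 5% CO2. Luciferase activity was read by luminescence 30 min after ONE-Glo addition; signal suppression marked inhibition of damage-induced ELG1 function.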
A-T KAP1 phos – potential ataxia-telangiectasia treatment; […] A-T fibroblasts, KAP-1 phosphorylation AlphaLISA; neocarzinostatin DNA damage 30 min before lysis; Potency, µM (titrated, usually from 57.5 µM), inactives show at the highest dose activation, hits mostly activators; actives 0.19% (n = 320,000); also: potency is read from the fitted curve at half-maximal effect; % of control where 0% means no effect; nearly all actives have a fitted effect of over 45% in size
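hTERT-immortalized A-T patient fibroblasts ([…]), 500 cells/well in OPTI-MEM, 1% FBS, got compounds for 60 min, then NCS for 30 min at 37C. Lysates were then assayed for phospho-KAP-1 by AlphaLISA (anti-pKAP1 donor, anti-KAP1 acceptor beads), 6 hr at 25C.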
p53 reactivation – mutant p53 re-activation in reporter cells; H1299 p53-A138V BP100-luciferase reporter, luminescence, 24 h; Potency, µM (titrated, usually from 92.2 µM), without a hit: at the highest dose activity change, positive = activation, actives largely listed as activators; actives 0.063% (n = 320,000); also: potency is read from the fitted curve at half-maximal effect; % of control where 0% means no effect; nearly all actives have a fitted effect of over 45% in size
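H1299 (p53-null), stable ts p53-A138V + BP100-Luc; 1000 cells/well, Opti-MEM/10% FBS; cpd 4 pt, 1:5; 24 h, 37 deg C, 5% CO2; detection reagent 10 min RT; luminescence.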
B2AR arrestin – beta2AR (human) beta-arrestin recruitment activity; P07550; beta-arrestin recruitment to beta2AR, cell-based reporter; Potency, µM (series often up to 46.1 µM), without a hit: at the highest dose activation, actives largely listed as activators; actives 0.02% (n = 330,000); AID 492947;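 also: potency is read from the fitted curve at half-maximal effect; 0% = DMSO controls and full agonism = EC100 isoproterenol or metaproterenol; nearly all actives have a fitted effect of over 65% in size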
BRCA1 expr up – increases BRCA1 expression; MCF7-BRCA1-FFLuc reporter, luminescence, 48 h; response scale: scaled: vehicle 0%, 10 µM genistein 100%; Potency, µM (doses to about 46.1 µM), inactives show top-dose activation, actives largely listed as activators; actives 1.1% (n = 380,000); AID 624202; also: potency is read from the fitted curve at half-maximal effect; nearly all actives have a fitted effect of over 80% in size; some results filed as inactive show a strong effect at the top dose
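First, MCF7-BRCA1-FFLuc cells (2000/well) attach for 2 h; next, compounds are pin-added and incubated 48 h at 37 °C; finally, luciferase reagent is added and luminescence read after 15 min.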
Integrin act MD – integrin-mediated muscular dystrophy alleviation activation; alpha7betagal myoblasts, beta-gal FDG fluorescence, 48 h; Potency, µM (doses to about 38.3 µM), without a hit: at the top dose activation, usual class: activators; actives 0.064% (n = 350,000);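 also: potency is read from the fitted curve at half-maximal effect; 100% = response of the positive control SU9516; nearly all actives have a fitted effect of over 60% in size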
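alpha7betagal+/- myoblasts (passage 13, 250/well) treated 48 h at 37C with compounds at 1:260 dilution of DMSO stock. Lysed, then beta-galactosidase activity read as FDG fluorescence (ex 480/em 540) after 30 min, with pre-read for autofluorescence.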
TSG101-PTAP inh – blocks PTAP/TSG101 interaction to inhibit HIV-1 budding | Q99816 | Fluorescence polarization, FITC-PTAP peptide / Tsg101 binding | Potency, µM (series often up to 115 µM), inactives show at the highest dose activity change, negative = inhibition, hits mostly inhibitors | 340,000 tested, under 10 active | AID 493005; active = well fitted inhibition curve with a large enough effect in the main read-out, with a control signal flat, not every such curve was filed as active; inconclusive = small, poorly fitted or top-dose-only effect, or effect the other way, or a change in a side signal; inactive = no such curve, though single readings can be large or run the other way; also: potency is read from the fitted curve at half-maximal effect; % of control where 0% means no effect
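FP read-out: FITC-PTAP peptide, 50 nM final, binding Tsg101 binding domain, 10 uM final; 20 min, r.t.; 10 mM HEPES pH 7.5, 0.15 M NaCl, 0.01% Tween 20, 3 mM EDTA, 0.1 mM TCEP.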
TCR act – activates T cell receptor signaling. primary human leukocytes, anti-CD3, IL-2 HTRF, 48 h. Potency, µM (series often up to 9.22 µM), for the others: top-dose activation of IL-2 secretion, usual class: activators. 330,000 tested, under 10 active. AID 504894; also: % of control where 0% means no effect
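IL-2 release read by HTRF sandwich (Eu cryptate donor, d2 acceptor, 665 nm emission) after 48 hr exposure of primary human leukocytes to compound together with anti-CD3 beads in the absence of co-stimulatory signals.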
TRPV1 agonist – agonists of human vanilloid receptor 1 (TRPV1). activation, % at 8.33 µM. AID 540275. actives 0.19% (n = 320,000). TRPV1-expressing cells, Fluo-8 calcium influx, agonist mode; in the data active = activation above about 80%; inconclusive = between about 30% and that limit; also: 0% is about no effect
Target sequence (Q8NER1 whole entry, looked up): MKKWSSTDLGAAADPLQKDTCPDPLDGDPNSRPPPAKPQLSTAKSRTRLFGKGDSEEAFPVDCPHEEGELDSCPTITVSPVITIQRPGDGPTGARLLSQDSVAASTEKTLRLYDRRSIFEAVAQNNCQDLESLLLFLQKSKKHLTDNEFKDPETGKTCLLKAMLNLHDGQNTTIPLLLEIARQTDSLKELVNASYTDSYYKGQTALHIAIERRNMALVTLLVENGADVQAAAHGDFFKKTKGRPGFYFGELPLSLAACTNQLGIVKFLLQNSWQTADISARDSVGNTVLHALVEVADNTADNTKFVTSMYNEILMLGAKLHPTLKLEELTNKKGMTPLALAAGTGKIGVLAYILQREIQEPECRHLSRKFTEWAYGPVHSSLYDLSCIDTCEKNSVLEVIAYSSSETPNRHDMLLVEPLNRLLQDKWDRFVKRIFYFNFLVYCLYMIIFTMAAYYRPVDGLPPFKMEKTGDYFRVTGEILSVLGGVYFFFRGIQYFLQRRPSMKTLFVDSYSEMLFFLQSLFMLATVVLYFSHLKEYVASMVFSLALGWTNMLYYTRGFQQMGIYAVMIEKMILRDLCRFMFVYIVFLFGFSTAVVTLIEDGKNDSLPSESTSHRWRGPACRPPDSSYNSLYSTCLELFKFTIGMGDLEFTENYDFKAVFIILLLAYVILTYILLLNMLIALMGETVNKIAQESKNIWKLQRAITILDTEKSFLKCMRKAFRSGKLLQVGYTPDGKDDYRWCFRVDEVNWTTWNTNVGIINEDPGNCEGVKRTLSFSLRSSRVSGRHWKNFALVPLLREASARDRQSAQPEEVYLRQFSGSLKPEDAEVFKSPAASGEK
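TRPV1-expressing cells were cultured overnight at 35.5C and loaded with Fluo-8 calcium dye for 40 to 90 min at room temperature. After a 10 s baseline, compound was added and calcium influx was read kinetically for 3 min (ex 480/em 520 nm).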
Active calls of the source: *; ? = inconclusive; . = not tested or not shown; [ ] = dose if it differs, or a comment. Unless noted, calls follow the shape of the dose curve; as a rule, active = well fitted curve in the direction sought with a large enough effect; inconclusive = small, poorly fitted or top-dose-only effect, or another doubt; inactive = no such curve, though single readings can be large; an effect the other way counts as inactive or inconclusive.

SMILES | MLL CXXC-DNA inh | ELG1 DNA repair | A-T KAP1 phos | p53 reactivation | B2AR arrestin | BRCA1 expr up | Integrin act MD | TSG101-PTAP inh | TCR act | TRPV1 agonist
O=C(COC(=O)C1CCN(C(=O)c2ccc(Cl)cc2)CC1)Nc1ccccc1F | . | -5% | 5% | 15% | -0.2% | 13% | 0% | -5% | 7% | 3
O=C(Nc1ccc2c(c1)OCO2)c1ccc(N2CCCC2)c([N+](=O)[O-])c1 | -4% | ? | -8% | 4% | 0.8% | 91% | 37% | 0% | -3%[46.1 µM] | 14
O=C1c2ccccc2C(=O)c2c1cccc2-n1nnc2ccccc21 | 3% | -1% | 1% | 0% | 0.6% | -1% | -10% | -1% | 2% | 1
COc1cc(C2/C(=C(\O)c3ccc4c(c3)CC(C)O4)C(=O)C(=O)N2CCN2CCOCC2)cc(OC)c1OC (stereo not given) | 4% | 10% | -3% | -2% | -0.1% | -3% | -13% | -1% | 2% | 1
Cc1ccc(N=C2NC(=O)/C(=C/C=C/c3ccco3)S2)cc1 | -1% | 16% | -4% | ? | ? | -34% | -32% | -5% | 2%[46.1 µM] | -3
CCOc1ccc(N(C(=O)CNC(=O)c2ccco2)C(C(=O)NC2CCCC2)c2ccncc2)cc1 (stereo not given) | -8% | 1% | 6% | 3% | -0.1% | -34% | -19% | -3% | -1% | -3
O=C(CC1C(=O)NCCN1C/C=C/c1ccccc1)NCCc1cccnc1 (stereo not given) | 29% | ? | 4% | 7% | 0.0% | -1% | -11% | -3% | 3% | 2
CN(CC(=O)Nc1ccccc1Cl)C(=O)CCNC(=O)Nc1ccccc1 | . | ? | -13% | -5% | -0.3% | -2% | -36% | -2% | -11% | .
COc1ccc(NC(=O)COC(=O)c2ccc(OC)c(S(=O)(=O)N3CCCC3)c2)cc1OC | . | ? | -7% | 6% | 0.1% | -1% | 3% | -2% | -1% | 0
CCN(CC)S(=O)(=O)c1cc(F)ccc1OC | 2% | 17% | 3% | 9% | -0.4% | 0% | -13% | -3% | -6%[46.1 µM] | -1
Cc1cc2nc(C3CCN(C(=S)NCCCOC(C)C)CC3)[nH]c2cc1C | -9% | ? | 1% | 6% | 0.1% | -2% | -17% | -1% | -3% | -2
COc1ccc(C2CC(c3ccccc3)=NN2c2ccc(C(N)=O)cc2)cc1 (stereo not given) | 7% | -6% | 49% | -6% | 0.3% | -38% | -31% | 1% | 0% | 3
N=c1ccn2c(n1)O[C@H]1[C@@H](CO)[C@H](O)O[C@H]12 | . | 11% | 6% | -4% | -0.1% | -19% | . | 0% | -6% | 2
Fc1ccc(CSc2ncnc3ccccc23)cc1 | -5% | ? | 26% | 11% | -0.3% | -5% | 21% | 0% | -1% | -2
C=CCOc1ccc(Br)cc1/C=C1\NC(=S)N(C(C)=O)C1=O | 27% | -9% | 0% | . | 0.1% | 25% | -5% | 1% | -3% | -3
O=C(Cc1ccc([N+](=O)[O-])cc1)N/N=C/c1ccc([N+](=O)[O-])o1 | -1% | ? | 6% | 0% | 0.2% | -82% | -54%[inhibitor] | -1% | -1% | -4
CC(C)[C@H](NC(=O)c1ccccc1)C(=O)N1CCc2ccccc21 | -1% | ? | 3% | 5% | 0.0% | -17% | 20% | 0% | 9%[46.1 µM] | 3
CC(=O)Nc1ccc(S(=O)(=O)Nc2nc3ccccc3nc2-n2ccc(=NC(=O)c3ccc(F)cc3)cc2)cc1 | ? | 2% | 2% | 2% | 0.1% | -11% | -24% | ? | 5% | 3
O=C(NC(=S)NNC(=O)[C@H]1C[C@@H]1c1ccccc1)c1ccc(F)cc1 | 4% | ? | 5% | 2% | 0.5% | -59% | -9% | -5% | 7% | 11
COc1cc2ccccc2cc1C(=O)Nc1sc2c(c1C(N)=O)CCN(C(C)C)C2 | ? | -10% | -2% | 25% | -0.4% | . | . | . | . | 0
CN(CC(=O)Nc1ccccc1Cl)C1CCS(=O)(=O)C1 (stereo not given) | . | 19% | -1% | 2% | -0.2% | 8% | -28% | -1% | . | -3
O=C(Nc1cc(S(=O)(=O)N2CCOCC2)ccc1N1CCCC1)c1cccnc1Cl | 1% | 0% | 4% | -2% | -0.1% | 3% | -28% | 2% | -4% | -1
COC(=O)c1c(Oc2nc(OC)cc(OC)n2)cccc1Oc1nc(OC)cc(OC)n1 | -1% | 3% | -5% | 4% | -1.0% | -23% | -1% | 0% | 2%[46.1 µM] | -8
COc1ccc(C2Nc3ccccc3C(=O)N2Cc2ccccc2)cc1CN1CCOCC1 (stereo not given) | -2% | -15% | 11% | -7% | -0.7% | -24% | -2% | 0% | 2% | .
COc1cc(OC)cc(C(=O)OCC(=O)Nc2cccc(S(=O)(=O)NC3=NCCCCC3)c2)c1 | . | ? | -8% | 0% | -0.8% | -8% | -6% | -5% | 3%[46.1 µM] | .

Some of the entries above in a different format:
SMILES	MLL CXXC-DNA inh	ELG1 DNA repair	A-T KAP1 phos	p53 reactivation	B2AR arrestin	BRCA1 expr up	Integrin act MD	TSG101-PTAP inh	TCR act	TRPV1 agonist
O=C(NC(=S)NNC(=O)[C@H]1C[C@@H]1c1ccccc1)c1ccc(F)cc1	4%	?	5%	2%	0.5%	-59%	-9%	-5%	7%	11
COc1cc2ccccc2cc1C(=O)Nc1sc2c(c1C(N)=O)CCN(C(C)C)C2	?	-10%	-2%	25%	-0.4%	.	.	.	.	0
CN(CC(=O)Nc1ccccc1Cl)C1CCS(=O)(=O)C1 (stereo not given)	.	19%	-1%	2%	-0.2%	8%	-28%	-1%	.	-3
O=C(Nc1cc(S(=O)(=O)N2CCOCC2)ccc1N1CCCC1)c1cccnc1Cl	1%	0%	4%	-2%	-0.1%	3%	-28%	2%	-4%	-1
COC(=O)c1c(Oc2nc(OC)cc(OC)n2)cccc1Oc1nc(OC)cc(OC)n1	-1%	3%	-5%	4%	-1.0%	-23%	-1%	0%	2%[46.1 µM]	-8
COc1ccc(C2Nc3ccccc3C(=O)N2Cc2ccccc2)cc1CN1CCOCC1 (stereo not given)	-2%	-15%	11%	-7%	-0.7%	-24%	-2%	0%	2%	.
COc1cc(OC)cc(C(=O)OCC(=O)Nc2cccc(S(=O)(=O)NC3=NCCCCC3)c2)c1	.	?	-8%	0%	-0.8%	-8%	-6%	-5%	3%[46.1 µM]	.

Further records.
SMILES | MLL CXXC-DNA inh | ELG1 DNA repair | A-T KAP1 phos | p53 reactivation | B2AR arrestin | BRCA1 expr up | Integrin act MD | TSG101-PTAP inh | TCR act | TRPV1 agonist
COC(=O)c1ccc(-c2ccc(C(=O)N3CCCN(C)CC3)cc2)cc1 | 7% | ? | -1% | 6% | 1.0% | . | . | . | . | 1
CCn1nc(C)c(CN2CCCC(CNS(=O)(=O)c3ccc(OC)cc3)C2)c1C (stereo not given) | 24% | -3% | 0% | -13% | -0.5% | -16% | -35% | -3% | 4% | -7
COC(=O)c1ccccc1NCC(=O)c1ccc(OC)cc1 | -2% | ? | 1% | -9% | -0.5% | -11% | 4% | -1% | 5% | 1
CS(=O)(=O)c1ccc(C(=O)NC2CCCc3ccccc32)cc1 (stereo not given) | 10% | 2% | 3% | -2% | -0.1% | -2% | 0% | -3% | -1% | 0
CCOCCCn1cnc2c3cc(F)ccc3n(C)c2c1=O | 3% | ? | -1% | 4% | 0.2% | 45% | 19% | -2% | 5% | -1
COc1ccccc1NC(=O)Nc1nnc(CC(=O)Nc2ccccc2)s1 | 17% | ? | 8% | 5% | -0.1% | . | . | . | . | 5
Cc1ccc(CCNC(=O)CCS(=O)(=O)Cc2ccc(C)cc2)cc1 | ? | -4% | 1% | -1% | 7.0% | -1% | -29% | 0% | -4% | 9
CCOC(=O)C1CCCN(C(=O)CN2C(=O)/C(=C/c3ccc(OC)cc3)Oc3ccccc32)C1 (stereo not given) | -8% | 23µM* | 6% | 1% | 6.6% | -32% | -21% | 0% | 5%[46.1 µM] | 1
CNc1nc(C)c(C(=O)c2ccc(Cl)cc2)s1 | 4% | 15% | -3% | 14% | -1.0% | 66% | 15% | -2% | 1% | 0
Cc1cccc(C=Nc2ccc3c4c(cccc24)CC3)c1O | 14% | ? | 4% | 14% | -0.1% | -96% | 5% | 1% | 2%[46.1 µM] | 4
Cn1cc(Cl)c(/C=C(\C#N)S(=O)(=O)c2ccccc2)n1 | -16% | -4% | 1% | -3% | 0.0% | 0% | 0% | -4% | -2% | 18
